EWS-Fli block – EWS/Fli transcriptional activity inhibition | 0.67% of 350,000 active | inhibition, % at 12.6 µM | A673 NR0B1-luciferase reporter, viability-normalised;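 active means mean inhibition of at least 50% after viability correction, with every replicate also passing that limit; inconclusive means mean reaches 50% but only one of two replicates passes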;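 further: firefly luciferase signal divided by Alamar Blue viability fluorescence both relative to DMSO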
PGC1a acetyl inh – modulators of PGC1a acetylation. U2OS PGC1a acetylation, AlphaScreen anti-acetyl-lysine; with virally co-expressed GCN5 acetyltransferase. inhibition, % at 15.6 µM. 0.17% of 350,000 active;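 active means every replicate shows inhibition of at least 40%; inconclusive means mean inhibition at least 40% but some replicate below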;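 further: 0% = neutral control wells and 100% = positive control wells; some results beyond the cut were filed as inactive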
LGR2 antag – Drosophila LGR2 receptor signaling inhibition; 0.35% of 380,000 active; inhibition, % at 9.99 µM; HEK293 LGR2, CRE-luciferase, bursicon-stimulated, 4 h;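 active means drop in luminescence signal, shown as inhibition above about 50% in the replicate tests, limit read from the data, passing the limit was not always enough; inconclusive means probably only some replicates passing the limit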;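 further: agonist challenge used bursicon conditioned medium at about half maximal strength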
PAX8 reporter – inhibitors of PAX8 transcriptional activity in RMG-I cells. RMG-I TPO-luciferase reporter, SteadyGlo, 24 h. 1.2% of 360,000 active. inhibition, % at 12.6 µM;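 active means mean replicate inhibition at least 60% with every replicate also reaching 60%; inconclusive means only one of the two criteria is met; inactive means mean below 60% and not all replicates reaching 60%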;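 further: luciferase light reporting Pax8 driven TPO promoter activity; plate controls were median of neutral control wells for no effect and mitoxantrone controls for full effect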
S100A4 MyoIIA – S100A4-myosin IIA interaction inhibition | P26447 | S100A4/TAMRA-MyoIIA peptide fluorescence polarization | inhibition, % at 10.7 µM | 0.14% of 360,000 active;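 active means mean inhibition of at least 70% across replicates, with every replicate also reaching that level; inconclusive means mean inhibition reaches 70% but some replicates fall short; inactive means mean inhibition below 70%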
Target sequence (P26447 whole entry, looked up): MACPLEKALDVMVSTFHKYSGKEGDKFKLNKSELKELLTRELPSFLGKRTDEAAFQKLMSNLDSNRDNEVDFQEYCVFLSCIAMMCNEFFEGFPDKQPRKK
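Material: S100A4 monomer protein / Buffer or medium: 50 mM HEPES pH 7.2, 10 mM CaCl2, 100 mM KCl / Times: 5 min incubation before reading / Benchmarks: neutral control DMSO, positive control TFP / Reagent: labelled myosin peptide probe, 5 nM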
ERAP1 inh – blocks human ERAP1 aminopeptidase activity | 0.15% of 340,000 active | recombinant ERAP1, Leu-AMC fluorescence, 60 min | inhibition, % at 10.7 µM | AID 652197;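 active means mean replicate inhibition of at least 30%, or all replicates individually reaching that 30% level; inactive means mean below 30% and not every replicate reaching it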;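 further: 0% = neutral control wells and 100% = L-leucinethiol positive control wells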
Target sequence (Q9NZ08 whole entry, looked up): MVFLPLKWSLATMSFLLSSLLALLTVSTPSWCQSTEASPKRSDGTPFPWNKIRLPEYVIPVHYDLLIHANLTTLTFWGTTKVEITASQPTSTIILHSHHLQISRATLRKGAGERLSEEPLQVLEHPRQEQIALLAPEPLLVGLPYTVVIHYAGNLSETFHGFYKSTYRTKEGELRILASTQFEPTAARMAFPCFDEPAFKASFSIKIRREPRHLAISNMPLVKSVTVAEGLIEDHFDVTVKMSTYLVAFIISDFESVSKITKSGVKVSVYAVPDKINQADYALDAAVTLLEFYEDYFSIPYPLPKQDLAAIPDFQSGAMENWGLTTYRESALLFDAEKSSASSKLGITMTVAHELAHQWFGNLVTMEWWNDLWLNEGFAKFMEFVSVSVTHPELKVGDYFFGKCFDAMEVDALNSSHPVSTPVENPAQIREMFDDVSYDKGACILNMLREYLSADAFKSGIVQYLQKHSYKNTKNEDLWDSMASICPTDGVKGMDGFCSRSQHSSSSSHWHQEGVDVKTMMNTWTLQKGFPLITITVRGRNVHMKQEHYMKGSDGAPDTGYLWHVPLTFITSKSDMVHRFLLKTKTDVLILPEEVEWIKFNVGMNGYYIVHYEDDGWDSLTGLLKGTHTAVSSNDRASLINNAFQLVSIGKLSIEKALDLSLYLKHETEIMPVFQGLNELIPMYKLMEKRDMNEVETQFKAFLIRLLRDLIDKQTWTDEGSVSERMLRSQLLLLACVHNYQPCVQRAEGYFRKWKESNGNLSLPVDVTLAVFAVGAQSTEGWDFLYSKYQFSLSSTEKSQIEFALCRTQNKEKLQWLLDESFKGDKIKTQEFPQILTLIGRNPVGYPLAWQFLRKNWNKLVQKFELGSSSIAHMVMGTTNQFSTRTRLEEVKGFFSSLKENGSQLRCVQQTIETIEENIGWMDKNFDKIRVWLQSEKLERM
PglD DTNB – blocks C. jejuni PglD acetyltransferase activity | purified PglD enzyme, DTNB colorimetric CoA detection | inhibition, % at 12.5 µM | 0.098% of 360,000 active; in the data active means inhibition above about 16%, passing the limit was not always enough; inconclusive means no clear call, values can overlap the other calls; further: strong numbers were not always called active
FN deposit inh – fibronectin deposition inhibition. AH1F fibroblasts, Alexa488-fibronectin deposition fluorescence, overnight. inhibition, % at 12.6 µM. 0.086% of 350,000 active;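 active means mean inhibition across replicates of 30% or more, regardless of how many single replicates reach that level; inconclusive means mean under 30% yet at least half of replicates reach 30%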;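 further: positive control wells lacked labelled fibronectin entirely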
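Assay system: AH1F fibroblasts / Quantity: 10000 cells per well / Medium: DMEM plus 2% serum, read in PBS / Reagent: labelled fibronectin 24 nM / Dosing: single dose, pinned / Times: 1 h cell attachment, overnight exposure to compound and label / Signal: fluorescence, ex 485 nm, em 525 nm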
Active calls of the source: *; ? = inconclusive; / = not tested or not shown; & = joins results of further samples. Rows were taken by chance. Share with any hit: about 2.1%.

SMILES	EWS-Fli block	PGC1a acetyl inh	LGR2 antag	PAX8 reporter	S100A4 MyoIIA	ERAP1 inh	PglD DTNB	FN deposit inh
CC(C)CC#Cc1ccc([C@@H]2[C@H]3CN(C(=O)CN4CCOCC4)CC(=O)N3[C@H]2CO)cc1	-6	-1	1	/	4	-2	/	/
CC(C)N(Cc1nc(-c2ccccc2)no1)C(=O)c1ccc(Cl)cc1	7	6	31	5	0	-4	-1	5
O=C1NC2(CCCCC2)C(=O)N1CC(=O)N1CCc2ccccc21	-2	-13	-17	-15	3	3	3	2
O=C(COC(=O)c1ccc(O)cc1O)NC1CC1	-4	/	-4	-15	-2	-3	9	-10
CC(C)C(c1nnnn1Cc1ccc(F)cc1)N1CCC(C(N)=O)CC1 (centres undefined)	-6	-1	-20	10	1	-1	/	14
CCOc1ccc(CCNS(=O)(=O)c2ccc(-c3ccc(=O)[nH]n3)o2)cc1OCC	-1	3	6	-4	0	0	6	1
CCCC(=O)Oc1ccc(-c2nccc(C(OC)OC)n2)cc1	-17	-5	-7	-2	-4	-1	/	-13
COC(=O)c1cc(S(=O)(=O)NCC2CCN(Cc3ccc(Cl)cc3)CC2)cn1C	11	-8	3	11	0	0	-2	1
CCOc1ccccc1N1CC(C(=O)Nc2ccc(C(=O)O)cc2)CC1=O (centres undefined)	/	/	-11	/	0	-1	8	/
O=C(C[C@@H]1CC[C@H]2[C@@H](COC[C@H](O)CN2C(=O)Cc2ccccc2)O1)NC1CCC1	-2	1	-4	-9	53	-14	4	-2
Cc1ccccc1-c1cc(C(=O)NCc2ccco2)nn1CC1CC(c2cccc([N+](=O)[O-])c2)=NO1 (centres undefined)	17	/	10	5	1	-2	3	4
O=C(Cn1c(=O)c2cccn2c2ccccc21)Nc1ccc(F)cc1F	-15	8	5	0	-8	0	2	4
Cc1ccc(C2=NNC(c3cccc(F)c3)S2)cc1 (centres undefined)	?	/	/	7	6	0	/	-2
CC(C)C(NS(=O)(=O)c1cccs1)C(=O)NCc1ccc2c(c1)OCO2 (centres undefined)	2	-9	-8	-4	0	6	0	2
Cc1cccc(NC(=O)c2ccc(S(=O)(=O)N3CCCC3)cc2)c1C	-1	/	-8	15	2	-2	-2	5
COC(=O)c1cc(=O)n(CCc2ccc(OC)cc2)c(=Nc2ccc(F)c(Cl)c2)s1	25	7	0	2	0	4	6	-15
C[C@@H]1CN([C@@H](C)CO)C(=O)c2cccc(NC(=O)C3CCOCC3)c2O[C@@H]1CN(C)S(=O)(=O)c1cccs1	-2	0	2	/	-29	7	1	-10
O=C(NCc1ccccc1Cl)C(=O)NCC(c1ccco1)N1CCOCC1 (centres undefined)	8	1	-3	1	-4	/	-5	-8
O=C(COc1ccc(Cl)cc1)NNC(=O)C(=O)NC1CCCCC1	/	/	5	1	-1	-4	-5	/
O=C(c1ccc(Br)o1)N1CCN(c2ccc3nnc(-c4ccc(F)cc4)n3n2)CC1	18	-7	30	17	7	-4	-6	3
O=C(OCc1c(-c2ccccc2)ncc2ccccc12)c1ccc(Br)cc1	-8	-10	-21	1	0	-2	3	1
CC(C)CC#Cc1cnc2c(c1)C(=O)N([C@H](C)CO)C[C@H](C)[C@@H](CN(C)C(=O)c1ccc(F)cc1)O2	6	-11	-5	/	-6	-4	3	-16
CCS(=O)(=O)N1Cc2ccccc2CC1C(=O)OCC(=O)N(C(C)C)C(C)C (centres undefined)	-13	-12	4	-10	-3	-1	-1	/
CCN(CC(=O)NCc1ccc(Cl)cc1)CC(=O)Nc1ccc(C(N)=O)cc1	10	0	7	13	6	2	/	-4
CCCCc1cc(=O)oc2cc(C)cc(OCC(=O)N3C[C@H]4C[C@@H](C3)c3cccc(=O)n3C4)c12	5	20	-18	/	-4	1	3	/
CSc1cccc(NC(=S)N2CCC(N(C)C3CCCCC3C)CC2)c1 (centres undefined)	4	-6	-11	-11	-2	/	5	-1
Cc1ccc(S(=O)(=O)N(C)c2c(C)ccc(S(=O)(=O)N3CCN(C=O)CC3)c2C)cc1	8	/	5	6	-2	5	/	-1
O=C(CN1C(=O)C(=O)N(CCC2=CCCCC2)C1=O)c1c[nH]c2ccccc12	11	2	2	16	-4	2	4	/
COc1ccccc1CN1CC(C(=O)NCCC2=CCCCC2)CCC1=O (centres undefined)	/	-5	4	-16	29	-5	-2	7
COc1ccc(S(=O)(=O)N2CCCCCC2)cc1NC(=O)Cc1ccccc1	2	0	8	-1	3	-3	/	-6
Cc1cc2c(SCc3ccccc3Cl)nc(N)nc2nc1C	-1	1	-13	13	-20	-4	3	-21
C[C@H](CO)N1C[C@H](C)[C@@H](CN(C)S(=O)(=O)c2ccc(F)cc2)Oc2ccc(NS(=O)(=O)c3ccccc3)cc2CC1=O	13	-10	22	-17	/	/	-3	/
CC(=O)N1c2ccc(S(=O)(=O)NCCC(=O)NCCc3ccc(Cl)cc3)cc2CC1C (centres undefined)	6	-6	-2	17	-2	1	2	1
CC(C)C1Cc2[nH]c(=S)[nH]c(=O)c2C(c2ccc(Cl)cc2)O1 (centres undefined)	-1	-35	-14	2	-2	2	-2	-6
Cc1ccc(Cl)cc1-n1c(SCC(=O)NCCC2=CCCCC2)nc2n[nH]c(C)c2c1=N	/	4	5	21	1	1	/	7
Cc1cccc(NC(=O)C(C)n2cc([N+](=O)[O-])cn2)n1 (centres undefined)	-5	-4	23	0	6	-2	/	/

Brought forward from above: four entries, then new ones.
SMILES	EWS-Fli block	PGC1a acetyl inh	LGR2 antag	PAX8 reporter	S100A4 MyoIIA	ERAP1 inh	PglD DTNB	FN deposit inh
CC(=O)N1c2ccc(S(=O)(=O)NCCC(=O)NCCc3ccc(Cl)cc3)cc2CC1C (centres undefined)	6	-6	-2	17	-2	1	2	1
CC(C)C1Cc2[nH]c(=S)[nH]c(=O)c2C(c2ccc(Cl)cc2)O1 (centres undefined)	-1	-35	-14	2	-2	2	-2	-6
Cc1ccc(Cl)cc1-n1c(SCC(=O)NCCC2=CCCCC2)nc2n[nH]c(C)c2c1=N	/	4	5	21	1	1	/	7
Cc1cccc(NC(=O)C(C)n2cc([N+](=O)[O-])cn2)n1 (centres undefined)	-5	-4	23	0	6	-2	/	/
COc1cccc(C(=O)c2c[nH]c(C(=O)NCc3cccnc3)c2)c1	-28	-86	2	-9	-38	-1	/	/
O=C(NC1CCCCC1)C(c1cccnc1)N(C(=O)c1csnn1)c1ccccc1F (centres undefined)	/	3	5	2	1	0	4	1
CCCN1C(=O)c2cc(C(=O)O)ccc2C1O (centres undefined)	-6	3	-4	3	-5	0	-3	2
COc1cc2cc(CN(CCc3ccccc3C)C(=S)NCCCN3CCOCC3)c(=O)[nH]c2cc1OC	8	/	-3	16	0	2	/	12
O=C(Nc1ccc(F)cc1)N[C@H]1CC[C@H](CCn2cc(C3(O)CCCC3)nn2)O[C@H]1CO	-2	0	12	19	-3	5	7	/
CCN1C[C@@H]2[C@@H]3C(=O)N(Cc4ccccc4)C(=O)[C@@H]3[C@](CC)(C1=O)N2C(=O)c1ccc(Br)cc1	-8	8	1	-10	3	-8	5	-6
C[C@@H]1CN([C@@H](C)CO)S(=O)(=O)c2ccc(C#CCN(C)C)cc2O[C@H]1CN(C)C(=O)c1ccccc1F	-3	0	-11	0	-5	1	-2	11
COc1ccc(NC(=O)CN(C)S(=O)(=O)c2cnc[nH]2)cc1OC	/	-2	0	-11	1	-3	5	-3
CN(C(=O)CSc1nnc(-c2ccc(OC(F)F)cc2)n1N)C1CCS(=O)(=O)C1 (centres undefined)	-8	1	-4	2	0	3	/	8
Cc1onc(-c2ccccc2)c1-c1ccnn1C(=O)NC(C)C	6	14	14	28	-4	0	/	3
CC(C)NC(=O)c1ccccc1NC(=O)/C=C/c1cccc([N+](=O)[O-])c1	/	/	10	6	/	/	7	2
Cc1ccccc1C(=O)OCC(=O)NCc1ccco1	-3	-33	14	-23	6	-4	1	2
O=C(NCCCn1ccnc1)C1CC2CCC1C2 (centres undefined)	/	-14	/	5	/	/	1	10
CCOC(OCC)c1cn(Cc2ccc(C(=O)c3ccccc3)cc2)nn1	14	3	-2	6	-5	1	-1	4
Cc1ccc(S(=O)(=O)N(C)C[C@H]2Oc3ccc(NC(=O)Cc4ccccc4)cc3CC(=O)N([C@H](C)CO)C[C@@H]2C)cc1	21	-11	1	12	-14	2	1	/
O=C(O)C[C@H]1C[C@H]2c3cc(NS(=O)(=O)c4ccc(F)cc4)ccc3O[C@H]2[C@@H](CO)O1	/	-4	-49	13	1	0	/	/
CO[C@@H]1CN(C)C(=O)c2ccc(NC(=O)C3CCCC3)cc2OC[C@@H](C)N(Cc2ccc(F)cc2)C[C@H]1C	4&10	1	4&2	8&10	-10&-2	1	1	-1
O=C(C[C@@H]1CC[C@@H]2[C@H](COC[C@@H](O)CN2C(=O)c2ccccn2)O1)N1CCN(c2ccccc2)CC1	-4	-5	-5	-5	-1	-3	-3	-2
Cc1ccc(C)n1/N=C1/NC(=O)CS1	/	8	/	-2	/	/	0	6
CCN1CCN(C(c2ccccc2)c2nnnn2Cc2ccc(OC)cc2)CC1 (centres undefined)	7	/	6	7	4	/	/	0
CCOC(=O)c1c(C)[nH]c(C)c1S(=O)(=O)N(C)CC(=O)Nc1ccccc1OC	/	/	-3	24	-1	-3	-6	1
Cc1noc(C)c1NC(=O)Nc1ccc2c(c1)CC(=O)N([C@H](C)CO)C[C@H](C)[C@@H](CN(C)S(=O)(=O)c1ccccc1)O2	-10	5	-5	-1	-9	8	8	/
CCCn1nc(C(=O)OCC(=O)c2ccc3c(c2)NC(=O)CO3)c2ccccc2c1=O	/	-2	/	1	/	/	-5	3
CC(C)C#Cc1cnc2c(c1)C(=O)N([C@H](C)CO)C[C@H](C)[C@@H](CN(C)C(=O)Nc1ccccc1)O2	6	6	-22	/	9	-3	1	-2
C/C(=N\NC(=O)Cc1ccccc1Cl)c1cccnc1	/	/	-7	-7	-10	-4	1	/
CN(C)CC#Cc1ccc([C@@H]2[C@H](CO)N3CCCCN(C(=O)Nc4ccccc4F)C[C@@H]23)cc1	-6	-9	19	0	8	1	3	/
NC(=O)c1nc(C(=O)N2CCCCC2)c2ccccc2n1	2	2	5	-13	0	/	-2	-9
COc1cccc(N(CC(=O)NC2CC3CCC2C3)S(=O)(=O)c2ccccc2)c1 (centres undefined)	-2	/	-8	-8	-4	6	-5	1
CCCC(=O)Nc1ccc2c(c1)OC[C@@H](C)N(C(=O)c1ccccc1F)C[C@@H](C)[C@H](OC)CN(C)C2=O	2	-10	6	/	/	/	/	-2
CC(NC(=O)CNC(=O)C1O[C@@H]2OC(C)(C)O[C@@H]2[C@H]2OC(C)(C)O[C@@H]12)C(=O)O (some centres undefined)	1	/	-4	-8	-5	10	-2	-12
Cc1ccc(CN2CCN(/N=C/c3ccc(C(=O)O)cc3)CC2)cc1	/	1	-6	-14	/	/	-8	/
CN(Cc1ccccc1)S(=O)(=O)c1ccc(NC(=O)c2ccccc2C(=O)O)cc1	3	/	-19	-21	-3	4	/	-2
CC(C)(C)[S@](=O)N1Cc2cc(C(=O)NCc3ccncc3)nc(-c3cccc(-c4cccc(C#N)c4)c3)c2[C@@H]1CCO	0	12	-16	12	8	1	5	20
CCCCN(C(=O)CSc1ncnc2sccc12)c1c(N)n(Cc2ccccc2)c(=O)[nH]c1=O	11	1	-7	7	-6	-1	-6	-6

Screens: PubChem, Broad Institute
